FXIIa inh 1536 – human FXIIa protease inhibitors, primary screen, biochemical, 1536-well. Coagulation factor XII (Homo sapiens), P00748. purified FXIIa, Boc-QGR-AMC fluorogenic substrate, 2 h. inhibition, % at 5 µM. 0.3% of 220,000 active. AID 800, 2007; in the data active = inhibition above about 40%;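 also: 0% = enzyme with no compound and 100% = blank without enzyme; many of its hits are not listed in these tables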
Target sequence (P00748 20-372 limits assumed): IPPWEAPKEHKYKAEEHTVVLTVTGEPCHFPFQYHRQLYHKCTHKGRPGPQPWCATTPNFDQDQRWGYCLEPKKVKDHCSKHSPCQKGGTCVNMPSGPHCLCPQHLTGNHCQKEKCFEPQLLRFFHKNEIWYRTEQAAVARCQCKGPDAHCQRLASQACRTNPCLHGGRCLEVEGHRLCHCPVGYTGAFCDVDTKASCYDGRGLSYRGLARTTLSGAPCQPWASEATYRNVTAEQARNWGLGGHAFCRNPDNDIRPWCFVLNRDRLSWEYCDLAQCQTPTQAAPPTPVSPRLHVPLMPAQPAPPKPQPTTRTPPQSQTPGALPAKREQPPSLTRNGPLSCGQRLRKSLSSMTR
Target sequence (P00748 373-615 limits assumed): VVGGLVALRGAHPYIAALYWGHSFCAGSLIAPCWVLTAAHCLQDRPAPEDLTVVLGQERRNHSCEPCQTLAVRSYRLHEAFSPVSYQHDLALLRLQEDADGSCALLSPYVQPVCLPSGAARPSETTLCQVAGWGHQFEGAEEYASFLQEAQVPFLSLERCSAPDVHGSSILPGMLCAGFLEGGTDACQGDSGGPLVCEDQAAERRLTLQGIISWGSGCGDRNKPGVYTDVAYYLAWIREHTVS
Hck-Nef inh – inhibitors of Nef-activated human Hck kinase, primary screen, biochemical, Z-Lyte FRET, 384-well, Hck-YEEI. Recombinant Hck-YEEI plus Nef, Z-Lyte FRET kinase assay. inhibition, % at 20 µM. 0.68% of 220,000 active;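 active = Hck-Nef kinase inhibition above about 50%, limit read from the data; inactive = inhibition below that limit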;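 also: 0% = DMSO with Hck plus Nef and 100% = Hck alone without Nef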
Runt-CBFb FRET – inhibitors of RUNX1 Runt–CBFb binding, primary screen, biochemical, FRET, Cerulean-Runt, Venus-CBFb, uHTS | Runt-related transcription factor 1 (Homo sapiens) + Core-binding factor subunit beta … | Cerulean-Runt/Venus-CBFb FRET ratio 530/480, 1 h | inhibition, % at 20 µM | 0.46% of 220,000 active | AID 1496, 2009;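 active = inhibition over about 50% at 20 µM in the single-dose screen, limit read from the data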;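 also: 0% = DMSO wells and 100% = excess unlabeled CBFb competitor control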
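Reagent – Venus-CBFb binding partner, 100 nM · Assay system – Cerulean-tagged RUNX1 Runt domain (FRET donor) fusion protein · Input – 100 nM per protein · Incubation – two 1 h room-temperature incubations shielded from light · Measured by – FRET fluorescence · Medium – Tris buffer pH 7.5 with salts and BSA · Benchmarks – unlabeled CBFb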
Runt-SMMHC FRET – inhibitors of RUNX1 Runt–CBFb-SMMHC binding, primary screen, biochemical, FRET, Cerulean-Runt, Venus-CBFb-SMMHC, uHTS. inhibition, % at 20 µM. 0.74% of 220,000 active. AID 1434, 2008. Cerulean-Runt/Venus-CBFb-SMMHC FRET ratio 530/480, 1 h. Runt-related transcription factor 1 (Homo sapiens) + Core-binding factor subunit beta …;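 active = mean inhibition across duplicate retests at 20 µM reaching about 50%, limit read from the data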;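 also: 0% = DMSO wells and 100% = wells with excess untagged CBFb-SMMHC; inhibitors lower the FRET ratio by blocking Runt binding to CBFb-SMMHC; some results filed as inactive read as strong as hits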
14-3-3 Bad PPI – inhibitors of 14-3-3 zeta/Bad binding, primary screen, biochemical, TR-FRET, bovine 14-3-3 zeta. 14-3-3 protein zeta/delta (Bos taurus), P63103. TR-FRET 14-3-3zeta/Dy647-pBad peptide displacement, 1 h. inhibition, % at 21.7 µM. 0.71% of 220,000 active;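 active = inhibition above about 70%, limit read from the data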;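 also: 0% = full 14-3-3 plus peptide FRET controls and 100% = background without 14-3-3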
FXIa inh – human FXIa protease inhibitors, primary screen, biochemical, 1536-well | inhibition, % at 5 µM | 0.14% of 220,000 active | AID 798, 2007 | purified FXIa, Boc-Glu-Ala-Arg-AMC fluorogenic substrate;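 active = inhibition of at least 40%; inactive = inhibition below 40%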;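 also: fluorescence of freed AMC excited at 355 nm; 0% = enzyme without compound and 100% = no enzyme blank; many of its hits are not listed in these tables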
hK5 inh – human KLK5 protease inhibitors, primary screen, biochemical, 1536-well | Kallikrein-5 (Homo sapiens), Q9Y337 | AID 873, 2007 | 0.59% of 210,000 active | inhibition, % at 5 µM | recombinant hK5, fluorogenic AMC substrate cleavage;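 active = inhibition of 40% or more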;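 also: 0% = enzyme controls without compound and 100% = no-enzyme blanks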
Target sequence (Q9Y337 67-293 limits assumed): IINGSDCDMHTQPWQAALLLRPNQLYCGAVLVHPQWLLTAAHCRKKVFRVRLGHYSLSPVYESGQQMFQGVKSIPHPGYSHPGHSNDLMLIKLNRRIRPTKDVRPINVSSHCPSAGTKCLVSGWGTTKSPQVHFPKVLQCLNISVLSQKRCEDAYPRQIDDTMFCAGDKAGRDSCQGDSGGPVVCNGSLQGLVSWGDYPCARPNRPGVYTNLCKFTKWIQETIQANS
Wee1 degr inh – Wee1 degradation inhibitors, primary screen, cell-based, HeLa, Wee1K328M-luciferase, luminescence; Wee1-like protein kinase (Homo sapiens), P30291; 1.2% of 220,000 active; reporter increase, % at 5 µM; HeLa Luc-Wee1K328M stability; 100% = proteasome inhibitor MG132 effect;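 active = activation above the mean of all tested compounds plus 3 SD, set per screening run, cut at about 8.8% in these data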;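 also: cells exposed to compound for 20 h before luminescence read; 0% = DMSO alone and 100% = MG132 at 30 µM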
thrombin 1536 – human alpha-thrombin inhibitors, primary screen, counter-screen for coagulation protease inhibitor project, biochemical, 1536-well, fluorogenic AMC substrate | Prothrombin (Homo sapiens), P00734 | Boc-VPR-AMC fluorogenic substrate cleavage | inhibition, % at 5 µM | 0.26% of 220,000 active;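 active = inhibition at or above 40%; inactive = inhibition below 40%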;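 also: 0% = enzyme with no compound and 100% = wells without enzyme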
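Test system: human alpha-thrombin; medium: pH 7.5 Tris-saline with Tween 20; times: reaction at room temperature; signal: AMC fluorescence at 355 nm excitation and 460 nm emission; also added: Boc-VPR-AMC substrate, 15 µM final; dosing: one concentration per compound, 5 µM, with 0.2% DMSO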
Active calls of the source: *; nt = not tested or not shown; [ ] = dose if it differs, or a comment.

SMILES	FXIIa inh 1536	Hck-Nef inh	Runt-CBFb FRET	Runt-SMMHC FRET	14-3-3 Bad PPI	FXIa inh	hK5 inh	Wee1 degr inh	thrombin 1536
O=C(CSc1ncccn1)NN=C1CCCCCC1	14	5	2	-2	2[fluorescence artefact?]	10	-6	-2	3
O=C1N=C(N2CCN(c3ccccc3)CC2)S/C1=C/c1cccs1	10	0	0	-2	-7	8	2	-3	-6
O=C(NCCOc1ccccc1)C(c1ccccc1)c1ccccc1	2	0	-3	-5	0	-8	2	-3	-3
CC(Sc1cccc[n+]1[O-])C(=O)Nc1ccc([N+](=O)[O-])cc1Cl (stereo not drawn)	4	16	2	-4	20	2	-7	2	-7
COc1cc(OC)c(NC(=O)CCNS(=O)(=O)c2cc(Br)cnc2N)cc1Cl	14	2	1	5	1	10	-9	-3	-3
COc1cccc(/C=N/NC(=O)C(=O)NCc2ccco2)c1O	7	0	0	1	6	-5	-26	-1	-5
CNC(=O)C12CC3CC(CC(Cl)(C3)C1)C2	8	3	2	-4	-13	2	-20	7	-3
COc1cccc(C(=O)NCC(=O)N/N=C/c2cn[nH]c2-c2ccccc2)c1	-1	1	0	2	-1	-1	-3	2	-13
COc1cc(Cn2c(=O)oc3ccc(C)cc32)ccc1OC(C)C	10	17	-7	-3	-6	4	-4	0	2
O=C(/C=C/c1ccco1)N1CCN(c2ncccn2)CC1	7	1	8	-4	0	4	-12	0	-2
CN(C)c1cc(Cl)c2nonc2c1N	11	-2	2	-2	-6	2	-1	0	0
O=C(OCc1ccccc1F)c1ccc2c(c1)-c1ccccc1C2=O	13	2	-4	-1	7	5	0	3	4
O=C(Nc1ccc(NC(=O)c2ccccc2)nc1)c1ccncc1	2	18	0	2	-2	-3	-1	-2	-5
O=C(NC(=S)Nc1ccc(N2CCN(C(=O)c3ccccc3)CC2)cc1)c1cccs1	-7	-21	2	-2	-7	-3	-25	1	1
CCN1C(=O)C(CC(=O)Nc2ccc(Br)cc2)N(CCCc2ccccc2)C1=S (stereo not drawn)	-6	2	-1	0	-5	-13	22	-1	-5
COC/C=C/C1=CC2=CC(=O)C(C)(OC(=O)c3cnc4ccccc4n3)C(=O)C2=CN1c1ccccc1 (stereo not drawn)	3	38	0	-6	-3	0	0	nt	-6
COc1ccc(C2c3c(oc4ccc(Cl)cc4c3=O)C(=O)N2CCN2CCOCC2)cc1 (stereo not drawn)	12	13	2	0	-1	4	2	1	1
COC1=C/C(=C/c2c(N)n3cc(C)sc3nc2=O)C=CC1=O	4	8	-18	-51	3	2	-12	-2	-2
CC(C)(C)c1nnc(NC(=O)c2ccc(Cl)nc2)s1	9	-8	0	-1	4	1	nt	-2	0
NC(=O)C1CCN(C(=O)C2c3ccccc3C(=O)N3CCc4ccccc4C23)CC1 (stereo not drawn)	10	2	3	5	-6	2	5	1	-2
CC(C)CNC(=O)c1ccccc1NC(=O)/C=C/c1cccc([N+](=O)[O-])c1	10	-1	2	2	-3	3	-20	-2	-1
O=C(O)CCCn1c(O)c(C=C2N=c3ccccc3=N2)sc1=S	9	14	6	-30	-1	1	-4	7	-5
COCCNC(=O)C(c1ccc(O)cc1)N(Cc1ccco1)C(=O)CCC(=O)Nc1nccs1 (stereo not drawn)	2	1	1	-1	-7	-5	0	-3	-5
CCN1C(=O)c2cccc3c(S(=O)(=O)Nc4ccccc4OC)ccc1c23	15	3	-1	0	-8	0	-23	2	2
O=C(Nc1cc2c3c(c1)C1CCCC1CN3CC1CCCC21)c1ccc([N+](=O)[O-])cc1 (stereo not drawn)	21	0	-2	-4	1	15	30	-1	101*

New compounds follow
SMILES	FXIIa inh 1536	Hck-Nef inh	Runt-CBFb FRET	Runt-SMMHC FRET	14-3-3 Bad PPI	FXIa inh	hK5 inh	Wee1 degr inh	thrombin 1536
CN(c1ccccc1)S(=O)(=O)c1cc(C(=O)c2nccn2C)ccc1Cl	15	3	-3	2	18	7	3	-1	-5
COC(=O)c1cccc(NC(=O)CN2CCN(c3ccc(OC)cc3)CC2)c1	23	-1	-1	2	-8	9	-9	-2	5
COc1cccc(NC(=S)N(CCCN2CCOCC2)C(C)c2cc3cccc(OC)c3o2)c1 (stereo not drawn)	16	15	-2	-1	7	3	24	1	24
Cc1cc(O)cc(O)c1-c1onc(C(F)(F)F)c1-c1cscn1	10	2	-2	4	2[fluorescence artefact?]	3	-12	-3	-3
O=C(Nc1ccc2nccnc2c1)c1cnccn1	12	-1	1	2	-10	3	-9	2	3
Cc1ccc(C(NC(=O)C2CCCCC2)c2c(O)ccc3ccccc23)cc1 (stereo not drawn)	10	-1	3	-1	6[fluorescence artefact?]	-9	-1	0	-9
COCCCNC(=O)CCSc1ccc(C)cc1	1	-1	-1	1	-10[fluorescence artefact?]	-12	-7	3	-8
Nc1ccc(-c2ccc(N)c([N+](=O)[O-])c2)cc1[N+](=O)[O-]	-1	9	-2	-3	12	-3	-4	-1	4
Cc1ccn2c(Nc3ccc4c(c3)OCO4)c(-c3ccc(O)cc3)nc2c1	-5	-9	7	3	2	-5	-8	4	-2
O=C(CN(C1CCCCC1)S(=O)(=O)c1ccc(Cl)cc1)N1CCOCC1	12	-2	3	1	-4	-11	-29	1	2
Cc1ccc(-c2nc3cc(NC(=O)C(C)C)ccc3o2)cc1C	-8	6	-3	-9	14	-2	-24	1	-2
Cc1cccc2cc(CN(Cc3ccco3)C(=O)NC3CCCCC3)c(=O)[nH]c12	17	5	1	8	5	1	2	-1	5
CCc1ccc(NC(=S)Nc2cccc(OC)c2)cc1	9	0	3	0	-5	-17	1	0	-7
O=C(OCn1nnc2ccccc2c1=O)c1ccc(Br)o1	12	-8	-2	2	2	5	-1	-1	-3
COc1ccc(-c2nnc(SCc3c(C)noc3C)o2)cc1	7	22	-1	0	-15	-2	2	3	-9
C#CC1(NC(=O)NC(C)C)CCCCC1	3	25	0	1	-2	-3	-3	-1	nt
CCOc1ccc(N(CC(=O)NC(C)CC)S(=O)(=O)c2c(C)noc2C)cc1 (stereo not drawn)	20	-1	-2	0	4	17	-3	0	-4
O=C(CSc1nc(N2CCCCC2)nc(N2CCCCC2)n1)Nc1nccs1	-10	0	-1	0	2	0	3	-4	0
Cc1c(CN(C)C(=O)/C=C/c2ccc([N+](=O)[O-])cc2)cnn1C	7	0	0	-1	10	10	-7	8.9*	9
Cc1cc(C)c(NC(=S)NCCO)c(C)c1	10	8	-3	0	-3	3	2	2	0
COc1cc2oc3ccccc3c2cc1N(CC(=O)N(C)C)S(=O)(=O)c1ccc(C)cc1	17	4	-6	-4	4	5	-17	1	-8
Cc1c[n+](C)ccc1CC1C([N+](=O)[O-])=C[N-]c2ncnn21 (stereo not drawn)	6	-1	1	17	-1	-1	nt	1	0
Cc1c(C(=O)OCCOc2ccccc2)[nH]c2c1C(=O)CCC2	13	-8	1	-7	-2	4	-9	4	0
COc1cc(Cl)cc(C2NC(=O)NC(C)=C2C(=O)NCc2ccccc2)c1O (stereo not drawn)	-4	5	0	1	-3	-3	-5	2	-10
COc1ccc(C2Nc3ccccc3C(=O)N2Cc2ccco2)cc1COc1ccc([N+](=O)[O-])cc1 (stereo not drawn)	5	1	-3	4	-4	1	1	0	-4
O=C(c1cc(-c2ccccc2)nc2ccccc12)N1CCc2ccccc2C1	8	3	-1	2	-11[fluorescence artefact?]	1	-5	0	-3
Cc1ccc(SCc2cc(=O)[nH]c(SCC(=O)Nc3cc(Cl)ccc3Cl)n2)cc1	12	20	-10	-10	6	3	-1	5	-5
O=C(OCC(=O)N1CCc2ccccc21)c1c2c(nc3ccccc13)CCCC2	3	3	-5	-6	-9[fluorescence artefact?]	-2	2	-1	-11
COc1ccc(/C=N/NC(=O)CN2CCCc3ccccc32)c(OC)c1	12	21	0	2	-6	2	2	-1	0

An excerpt from above in order of molar mass, rising:
SMILES	FXIIa inh 1536	Hck-Nef inh	Runt-CBFb FRET	Runt-SMMHC FRET	14-3-3 Bad PPI	FXIa inh	hK5 inh	Wee1 degr inh	thrombin 1536
C#CC1(NC(=O)NC(C)C)CCCCC1	3	25	0	1	-2	-3	-3	-1	nt
Cc1cc(C)c(NC(=S)NCCO)c(C)c1	10	8	-3	0	-3	3	2	2	0
COCCCNC(=O)CCSc1ccc(C)cc1	1	-1	-1	1	-10[fluorescence artefact?]	-12	-7	3	-8
Cc1c(C(=O)OCCOc2ccccc2)[nH]c2c1C(=O)CCC2	13	-8	1	-7	-2	4	-9	4	0
O=C(OCn1nnc2ccccc2c1=O)c1ccc(Br)o1	12	-8	-2	2	2	5	-1	-1	-3
Cc1ccn2c(Nc3ccc4c(c3)OCO4)c(-c3ccc(O)cc3)nc2c1	-5	-9	7	3	2	-5	-8	4	-2
Cc1ccc(C(NC(=O)C2CCCCC2)c2c(O)ccc3ccccc23)cc1 (stereo not drawn)	10	-1	3	-1	6[fluorescence artefact?]	-9	-1	0	-9
Cc1cccc2cc(CN(Cc3ccco3)C(=O)NC3CCCCC3)c(=O)[nH]c12	17	5	1	8	5	1	2	-1	5
O=C(CN(C1CCCCC1)S(=O)(=O)c1ccc(Cl)cc1)N1CCOCC1	12	-2	3	1	-4	-11	-29	1	2
COc1cc(Cl)cc(C2NC(=O)NC(C)=C2C(=O)NCc2ccccc2)c1O (stereo not drawn)	-4	5	0	1	-3	-3	-5	2	-10
O=C(CSc1nc(N2CCCCC2)nc(N2CCCCC2)n1)Nc1nccs1	-10	0	-1	0	2	0	3	-4	0
Cc1ccc(SCc2cc(=O)[nH]c(SCC(=O)Nc3cc(Cl)ccc3Cl)n2)cc1	12	20	-10	-10	6	3	-1	5	-5

High-throughput results as filed in PubChem.
